Screening data (PubChem)
CHRM5 agonist – CHRM5 agonism in calcium assay; hit rate 0.19% among 360,000; P08912; CHO-K1 hM5 cells, Fluo-8 calcium fluorescence; 0% DMSO wells, 100% maximal acetylcholine response; activation, % at 3 µM;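 active = activation above the run's mean over test compounds plus 3 SD, cut at about 23% in these data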;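 also: signal is peak over basal fluorescence ratio across the kinetic read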
M4 ag – CHRM4 agonism in calcium assay; CHO-K1 hM4/Gqi5, Fluo-8 calcium fluorescence; vehicle 0%, full acetylcholine response 100%; P08173; hit rate 0.14% among 360,000; activation, % at 3 µM;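 active = activation above the run mean over all test wells plus 3 SD, cut at about 32% in these data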;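 also: peak over basal fluorescence ratio per well then scaled between controls; 0% = DMSO wells and 100% = acetylcholine at EC100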
CHRM5 antagonist – blocks acetylcholine activation of human M5 receptor; P08912; CHO-hM5 cells, Fluo-8 calcium fluorescence, ACh EC80; inhibition, % at 3 µM; hit rate 0.59% among 360,000; AID 624040;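 active = inhibition above a per-plate cutoff, the mean of that plate's test compounds plus 3 SD, cut at about 27% in these data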;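 also: 0% = acetylcholine EC80 with DMSO and 100% = DMSO without agonist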
CRFR2-BP ag – CRF-BP/CRF-R2 complex agonism; HEK293 CRF-R2/CRF-BP, calcium dye fluorescence (FLIPR); percent of saturating CRF peptide response; activation, % at 13.2 µM; hit rate 0.46% among 350,000; AID 588473;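 active = activation of at least 50%, plus an integration ratio under a set limit after plate pattern correction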;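 also: plate controls were neutral control wells without compound for no effect and CRF at EC100 for full effect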
IDE cell inh – inhibitors of human insulin-degrading enzyme in cells. P14735. HEK cells, FAbetaB cleavage, fluorescence polarization. inhibition, % at 5.59 µM. hit rate 0.41% among 320,000. AID 434962;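 active = percent inhibition above the average of all tested compounds plus 3 SD, set per screening campaign, cut at about 16% in these data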;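 also: IDE supplied by intact live HEK cells; FP after avidin binding of uncleaved biotin substrate so inhibition keeps polarization high; 0% = DMSO wells and 100% = 60 µM reference IDE inhibitor Ii1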
Target sequence (P14735 whole entry, looked up): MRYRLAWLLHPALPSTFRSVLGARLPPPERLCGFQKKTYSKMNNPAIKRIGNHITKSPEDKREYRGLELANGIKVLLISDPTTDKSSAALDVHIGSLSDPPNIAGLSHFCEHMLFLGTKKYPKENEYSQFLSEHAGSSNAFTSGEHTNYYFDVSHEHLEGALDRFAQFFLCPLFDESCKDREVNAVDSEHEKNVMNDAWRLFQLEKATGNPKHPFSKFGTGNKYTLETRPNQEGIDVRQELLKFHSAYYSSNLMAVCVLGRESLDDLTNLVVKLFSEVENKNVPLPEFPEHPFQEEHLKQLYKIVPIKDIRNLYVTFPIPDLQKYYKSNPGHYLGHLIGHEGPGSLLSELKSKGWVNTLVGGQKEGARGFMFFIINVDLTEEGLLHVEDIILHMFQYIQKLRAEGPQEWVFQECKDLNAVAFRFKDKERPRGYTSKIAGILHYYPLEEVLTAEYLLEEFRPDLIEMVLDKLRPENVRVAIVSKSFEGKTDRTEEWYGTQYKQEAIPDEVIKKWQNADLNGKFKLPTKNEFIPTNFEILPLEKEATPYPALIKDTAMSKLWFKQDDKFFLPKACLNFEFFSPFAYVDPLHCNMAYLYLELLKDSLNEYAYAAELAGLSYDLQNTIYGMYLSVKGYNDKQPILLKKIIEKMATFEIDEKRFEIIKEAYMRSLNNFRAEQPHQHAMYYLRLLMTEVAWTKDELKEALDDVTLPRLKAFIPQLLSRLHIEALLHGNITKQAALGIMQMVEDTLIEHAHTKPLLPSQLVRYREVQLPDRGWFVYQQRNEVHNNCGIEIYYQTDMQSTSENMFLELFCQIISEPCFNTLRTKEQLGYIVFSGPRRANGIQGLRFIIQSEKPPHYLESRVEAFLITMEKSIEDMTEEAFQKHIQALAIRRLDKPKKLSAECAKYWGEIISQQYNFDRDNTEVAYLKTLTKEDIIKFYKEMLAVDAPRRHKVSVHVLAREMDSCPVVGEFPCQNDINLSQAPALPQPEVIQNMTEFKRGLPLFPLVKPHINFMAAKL
M5 PAM – positive allosteric modulators of human muscarinic M5 receptor | P08912 | CHO-K1 hM5, Fluo-8 calcium, ACh EC20 PAM; 0% = ACh EC20, 100% = ACh EC100 | activation, % at 3 µM | hit rate 0.3% among 360,000 | AID 624038;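 active = activation above the run cutoff, the mean activation of all test compounds plus 3 SD, cut at about 18% in these data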
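Assay system: CHO-K1 hM5 cells. Also added: acetylcholine at EC20 concentration, added after compound. Dosing: 3 µM, single dose. Times: compound preincubation 140 s before EC20 acetylcholine addition. Signal: Fluo-8 calcium fluorescence. Measure: % activation relative to EC20 and EC100 ACh responses. Repeats: singlicate, one well per test compound.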
M4 antag – CHRM4 antagonism in calcium assay; P08173; CHO-hM4 cells, ACh EC80, Fluo-8 calcium fluorescence; inhibition, % at 3 µM; hit rate 0.73% among 360,000;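 active = inhibition above its plate's cutoff, the mean inhibition of sample wells plus 3 SD, cut at about 27% in these data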;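 also: 0% = acetylcholine EC80 with DMSO and 100% = DMSO without agonist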
M4 PAM – CHRM4 positive allosteric modulation; hit rate 0.4% among 360,000; AID 624126; P08173; activation, % at 3 µM; CHO-K1 hM4/Gqi5, Fluo-8 calcium fluorescence, ACh EC20; 0% = ACh EC20, 100% = maximal ACh;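 active = activation above its plate's cutoff, the mean activation of sample wells plus 3 SD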; also: some results filed as inactive read as strong as hits
CRFBP-R2 block – blocks CRF-induced signaling of the CRF-BP/CRF-R2 complex. HEK293 CRF-R2/CRF-BP, CRF-induced calcium fluorescence. inhibition, % at 11.8 µM. hit rate 0.59% among 350,000. AID 588475;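 active = inhibition of the ligand-induced calcium signal above about 50% at the single tested concentration, limit read from the data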
Active calls of the source: *; / = no result given.

SMILES	CHRM5 agonist	M4 ag	CHRM5 antagonist	CRFR2-BP ag	IDE cell inh	M5 PAM	M4 antag	M4 PAM	CRFBP-R2 block
COc1ccc(Cl)cc1NC(=O)CN(C)CC(=O)NCc1cccs1	-5	5	-6	-0.4	-2	-13	-19	4	-1
COc1ccc(S(=O)(=O)N2CCCCC2)cc1NC(=O)CN(C)C1CCCCC1	-7	3	4	-0.7	5	3	-9	4	9
COc1cc2c(cc1OC)CN(C(=O)CCN1C(=O)C3CCCCC3C1=O)CC2 (configuration not stated)	3	1	10	0.3	-12	3	-8	7	-2
O=C(CSc1nc(=O)n2ccccc2n1)N1CCC(Cc2ccccc2)CC1	-5	18	4	-1.0	2	-11	2	-7	1
CC(C)C(C(=O)NCC1CCCO1)N(Cc1ccco1)C(=O)CNS(=O)(=O)c1ccccc1 (configuration not stated)	-3	1	-1	0.2	-6	3	3	9	-5
CC(C)C(O)C1CCN(Cc2nc(-c3cccs3)no2)CC1 (configuration not stated)	1	2	7	-0.1	-3	-5	-2	-2	-1
O=C1c2ccccc2C(=O)N1CC#CCN1CCN(C(c2ccccc2)c2ccccc2)CC1	-7	0	6	-2.7	4	-14	-23	-7	6
COc1ccccc1/C=C/C=N/n1c(-c2n[nH]c3c2CCC3)n[nH]c1=S	-1	0	2	-4.9	0	-3	-4	-2	5
CCc1nn(CC(=O)N2CC(C)CC(C)C2)c(=O)c2cccn12 (configuration not stated)	0	1	-8	-0.1	4	4	-7	5	14
CC1(c2nnnn2Cc2ccccc2)CCC(=O)N1Cc1cccc(C(F)(F)F)c1 (configuration not stated)	8	2	-1	/	/	3	-5	10	/
CC1CCc2c(sc(NC(=O)c3cccs3)c2C(=O)O)C1 (configuration not stated)	-3	-1	14	-0.3	3	-2	6	-3	42
CN(C)c1ccc(-c2ccnc3c2CC(C)(C(=O)Nc2ccc(Cl)c(C(F)(F)F)c2)O3)cc1 (configuration not stated)	-2	-1	-4	/	/	0	-11	-4	/
CCOc1ccc(C(=O)NC2CC3CCCC(C2)N3Cc2ccccc2)cc1 (configuration not stated)	-14	0	9	0.1	3	0	13	-12	-8
CCc1ccccc1N(CC(=O)NC(C)(C)C)C(=O)CCC(=O)Nc1ccccn1	-4	0	5	-0.3	2	1	3	-1	-1
Cc1cccc2c(C(=O)O)c3c(nc12)CCCCC3	-2	1	-9	1.6	0	4	-1	4	-12
Cc1ccc(C(=O)NC(C(=O)OCc2cn3cc(Cl)ccc3n2)C(C)C)cc1 (configuration not stated)	-5	4	5	-0.5	1	2	-7	5	1
Cc1c(/N=C(\[O-])Nc2ccc(Br)cc2)sn[n+]1C	0	1	5	0.1	6	-3	-9	3	-1
CCN(CCCNC(=O)CNC(=O)c1nn(-c2ccc(OC)cc2)c(=O)c2ccccc12)c1cccc(C)c1	-4	11	29*	1.9	0	-11	12	-24	-13
Cc1ccc(N=Cc2c(O)cc(C)oc2=O)c(C)c1	3	1	-6	3.1	2	11	8	9	-21
CC1=CC2(C)NC(=O)C(C)C12 (configuration not stated)	-1	1	-2	5.4	/	1	-23	6	-16
O=C(O)c1cnc(-c2ccccc2)nc1Sc1ccc(Cl)cc1	1	0	2	-2.5	6	-4	5	6	55*
O=c1cc(N2CCCC2)c(-c2ccccc2)n[nH]1	-1	2	-1	4.7	0	5	-1	7	-25
CN1C(=O)NC(c2cccc([N+](=O)[O-])c2)C2=C1CC(C)(C)CC2=O (configuration not stated)	-3	1	13	-0.5	0	-6	-2	2	-15
COc1cccc2sc(Nc3nnc(-c4ccccc4Cl)o3)nc12	4	4	5	77*	6	-3	4	3	42
Cc1cscn1	3	1	6	10	6	0	-8	3	8

Reprinted from the results shown, 5 compounds:
SMILES	CHRM5 agonist	M4 ag	CHRM5 antagonist	CRFR2-BP ag	IDE cell inh	M5 PAM	M4 antag	M4 PAM	CRFBP-R2 block
O=C(O)c1cnc(-c2ccccc2)nc1Sc1ccc(Cl)cc1	1	0	2	-2.5	6	-4	5	6	55*
O=c1cc(N2CCCC2)c(-c2ccccc2)n[nH]1	-1	2	-1	4.7	0	5	-1	7	-25
CN1C(=O)NC(c2cccc([N+](=O)[O-])c2)C2=C1CC(C)(C)CC2=O (configuration not stated)	-3	1	13	-0.5	0	-6	-2	2	-15
COc1cccc2sc(Nc3nnc(-c4ccccc4Cl)o3)nc12	4	4	5	77*	6	-3	4	3	42
Cc1cscn1	3	1	6	10	6	0	-8	3	8

The results go on.
SMILES	CHRM5 agonist	M4 ag	CHRM5 antagonist	CRFR2-BP ag	IDE cell inh	M5 PAM	M4 antag	M4 PAM	CRFBP-R2 block
Cn1c(=O)c2c(nc(Cl)n2CCOc2ccccc2)n(C)c1=O	-3	2	13	-0.9	-4	-2	1	1	10
Fc1ccc2c(c1)C(c1ccncc1)=NNC(c1ccc(Br)cc1)=N2	-1	-1	4	-0.2	2	-2	4	-2	2
CN(C)c1ccc(-c2csc(C(O)c3ccccc3)n2)cc1 (configuration not stated)	4	17	3	/	/	-4	-9	-1	/
O=C(c1ccccn1)c1cc2ccccc2n1S(=O)(=O)c1ccccc1	-4	0	12	-1.9	6	-9	5	16	10
Cc1ccc(CC(=O)Nc2nccs2)cc1	-1	0	9	0.2	-1	-1	-8	2	-11
NC12CCc3c(no[n+]3[O-])C1(O)CC(c1ccccc1)=[N+]2[O-] (configuration not stated)	0	1	-2	-0.8	1	-2	-9	7	-20
CCOc1cc(/C=C2\N=C(C)OC2=O)cc(Cl)c1OCC(=O)OC	0	0	0	8.8	4	6	-1	1	-6
O=C(NC(=S)Nc1ccc([N+](=O)[O-])cc1)c1ccco1	1	1	3	0.4	/	0	-7	13	8
COc1ccc(CCNC(=O)c2cc3c(=O)n4ccccc4nc3n(CCCN3CCOCC3)c2=N)cc1OC	-1	6	5	-0.2	-5	5	10	-9	8
CCCS(=O)(=O)N1CCCC(C(=O)NCC(OC)OC)C1 (configuration not stated)	0	2	-1	0.2	12	-11	-4	1	6
Cc1cc(C(=O)COC(=O)/C=C/c2ccco2)c(C)n1C	1	1	8	-2.5	-2	5	-3	10	20
CCn1c(Cc2ccc(OC)cc2)nnc1SCC(=O)NC1CCCCC1	3	1	-7	-5.5	-3	14	-5	13	3
COc1ccc(-c2ccc(-c3cc(=O)oc4cc(OC)c(OC)c(OC)c34)cc2)cc1	1	-1	13	2.8	/	-10	-10	4	13
Cc1nc(-c2ccc(F)cc2)c(CC(=O)N2CCN(S(=O)(=O)c3cccc(Cl)c3)CC2)s1	3	16	8	-0.2	-5	-14	-2	-9	-3
COc1ccccc1OCC(=O)N/N=C(\C)c1ccc2ccccc2c1	0	3	5	-0.1	/	-1	3	-3	11
Cc1cc(O)cc(O)c1/C=N/NC(=O)c1ccc2c(c1)OCCO2	4	4	7	0.4	/	-8	-6	4	6
COc1ccccc1NC(=O)c1sc2nc(-c3ccco3)ccc2c1N	-1	2	7	1.5	5	-4	0	1	-18
O=C(Nc1cccnc1)c1ccccc1Oc1ccccc1	-5	1	12	-0.1	1	0	8	-8	8
O=C(Nc1cccc(S(=O)(=O)N2CCOCC2)c1)C12CC3CC(CC(C3)C1)C2	4	1	2	-0.4	1	4	-12	0	-42
CC(C)C1C(=O)CC(c2ccccc2)NC1c1ccccc1 (configuration not stated)	-2	-3	5	-0.6	2	-1	-3	-4	-5
COC(=O)Cc1ccc(NC(=S)NCc2ccc(F)cc2)cc1	0	2	-6	0.7	3	-4	13	-11	4
O=C(CN(CCc1ccccc1)C(=O)CNS(=O)(=O)c1ccccc1)NCc1ccco1	-3	3	-4	0.2	0	-4	0	4	-21
Cc1cc(OCC(=O)N2CCC(C(=O)O)CC2)c2c(C)cc(=O)oc2c1	3	2	-2	-3.2	-1	5	-7	3	-1
Clc1ccccc1-c1ccc(CN2CCN(c3ccccc3)CC2)o1	-2	-1	1	3.0	1	-5	-4	-3	12
Cc1nc(C(=O)NNC(=O)c2ccccc2)c(C(F)(F)F)o1	1	6	15	0.3	11	-12	-8	-16	2
(listing goes on)
SMILES	CHRM5 agonist	M4 ag	CHRM5 antagonist	CRFR2-BP ag	IDE cell inh	M5 PAM	M4 antag	M4 PAM	CRFBP-R2 block
Cc1ccc(NCc2nc3ccccc3n2C)c(C)c1	-4	-1	3	-0.8	2	2	7	-3	-22
O=C(Nc1ccc(OCc2ccccc2)cc1)c1ccccc1	-3	1	3	-0.4	2	-1	2	-2	-10
CCC(=O)NC(c1ccc(OC)cc1)c1c(O)ccc2ccccc12 (configuration not stated)	-5	1	8	-0.1	-2	2	-2	0	-3
COc1ccc(C(=O)NNC(=O)C2CCN(S(=O)(=O)c3ccc(C)cc3)CC2)cc1	-4	0	8	-0.2	1	5	-4	2	-3
CCOC(=O)[C@H]1[C@H]2COc3ccc(Cl)cc3[C@@H]2N2C(=O)c3ccc(C)cc3NC(=O)[C@@]12C	-1	1	1	-1.3	2	18	-3	9	3
CC1=C(C(=O)N(C(C)C)C(C)C)CC(CC(=O)NCCCN(C)C)C(=O)N1Cc1ccc(F)cc1 (configuration not stated)	2	1	2	/	/	1	0	1	/
COc1cccc(CN2CCN(C(=O)[C@H]3O[C@@H](n4cnc5c(N)ncnc54)[C@H](O)[C@@H]3O)CC2=O)c1	2	0	-3	/	/	-3	-6	3	/
O=C(Nc1ccc(Cl)cc1)OCCN1CCOCC1	0	4	13	0.8	/	2	-6	1	1
CCOC(=O)C1(CCOC)CCN(Cc2ccc(C3CCCCO3)s2)CC1 (configuration not stated)	-9	2	9	8.3	5	-1	-14	8	-3
Cn1c(C(=O)N2CCC(C(=O)N3CCN(Cc4ccc5c(c4)OCO5)CC3)CC2)cc2sccc21	5	22	10	7.3	2	-10	8	-11	18
Cc1cc(C(=O)O)c(S(C)(=O)=O)s1	-4	0	-8	-0.5	4	4	3	-2	0
CN1CCN(C2CN(Cc3ccc([N+](=O)[O-])cc3)S(=O)(=O)C2)CC1 (configuration not stated)	0	1	7	4.7	/	-1	-6	2	5
Cc1cc(C(N)=O)c2cc(Br)ccc2n1	-2	0	-4	0.5	1	7	-3	10	5
CN(C(=O)c1cnc2n(c1=O)CCS2)C1CCCCC1	0	1	9	-2.4	-4	-3	-7	10	8
O=C(O)c1cc(S(=O)(=O)Nc2ccc3c(c2)OCCO3)c(Cl)cc1Cl	1	1	-1	0.0	2	2	-17	13	-3
N#Cc1nc(-c2ccc(F)cc2)oc1NCc1ccccc1	-1	1	4	1.6	3	-10	-2	-3	-3
C=CCNC(=S)N1CCN(c2ccc([N+](=O)[O-])cc2)CC1	3	10	10	0.2	2	-11	3	-3	-6
Cc1cccc(OCCNc2ccc([N+](=O)[O-])cn2)c1	-7	5	3	-2.4	3	-9	-8	-10	10
Cc1nc2ccccn2c1C(=O)OCC#N	1	1	-5	2.5	-8	3	4	-8	-1
Nc1nc(-c2ccco2)nn1C(=O)c1ccc([N+](=O)[O-])cc1	1	1	-11	1.9	4	11	-11	5	23
Cc1oc2ccc(O)cc2c1C(=O)c1ccc(Cl)cc1	-6	0	-4	-1.4	1	3	1	-1	-4
O=C(CCc1ccccn1)N1CCCC(Nc2cccc(F)c2)C1 (configuration not stated)	-9	1	-1	0.6	-2	3	-2	2	0
O=c1n(-c2ccccc2)c(=O)n2n1CCC2	-2	1	-7	1.0	-4	4	2	0	-1
